High-throughput results (PubChem)
telomere uncapping – survival after telomere uncapping, modulators, primary screen, cell-based (AID 1259312); HCT116 + Ad-hTR-mut, survival, MTT, 5 d; hits give high values; fold change at 10 µM; hit rate 4.5% among 4,500;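 active = cell survival measured by absorbance rises more than 2.5-fold over infected cells without compound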;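 note: virus expresses mutant telomerase RNA that uncaps telomeres and kills cells; compound added 2 days after infection so exposure lasts 3 days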
The depositor's hits bear a star.

1: N#C/C(=C\c1cn(CC(=O)NCC2CCCO2)c2ccccc12)C(=O)N1CCCC1 (stereo unspecified)
  telomere uncapping: 1.5

2: CC1CN(c2ccc([N+](=O)[O-])c(NC3CC3)c2)CC(C)O1 (stereo unspecified)
  telomere uncapping: -1.6

3: COC(=O)c1nc(Cl)c(Cl)c(N)c1Cl
  telomere uncapping: -1.3

4: CN(C)c1nc(N)nc(CN(c2ccc(F)cc2)S(C)(=O)=O)n1
  telomere uncapping: 1.1

5: Cn1c(SCc2cccc(C(F)(F)F)c2)nnc1-c1ccccc1
  telomere uncapping: 1.2

6: Cc1c(C)c(C(Cl)Cl)c(C)c(C)c1C=O
  telomere uncapping: -1.3

7: COc1ccc2cc1Oc1ccc(cc1)C[C@H]1c3cc(c(OC)cc3CCN1C)Oc1c(OC)c(OC)cc3c1[C@H](C2)N(C)CC3
  telomere uncapping: -1.6

8: CC12CC3CC(C)(C1)CC(CC(=O)N1CCN(S(C)(=O)=O)CC1)(C3)C2
  telomere uncapping: 1.3

9: O=C(O[C@H]1O[C@H](COCc2ccccc2)[C@@H](OCc2ccccc2)[C@@H]1OCc1ccccc1)c1ccc([N+](=O)[O-])cc1
  telomere uncapping: -1.7

10: O=[N+]([O-])c1ccc2nccnc2c1
  telomere uncapping: 1.3

11: COc1ccc(-c2nnc(OCc3ccc(OC(F)(F)C(F)F)cc3)n2-c2ccccc2)cc1
  telomere uncapping: -1.9

12: O=c1cnn(C2OC(CO)C(O)C2O)c(=O)[nH]1 (stereo unspecified)
  telomere uncapping: -2.3

13: COc1ccc(-c2nc3sc(-c4ccc(OC)c(Br)c4)nc3s2)cc1Br
  telomere uncapping: 1.5

14: Oc1ccc(-n2cccc2)cc1
  telomere uncapping: 1.8

15: O=c1[nH]c2ccc(N=Cc3ccc4c(c3)OCO4)cc2[nH]1
  telomere uncapping: 2.7*

16: Fc1ccccc1OCCSc1nc2ccc(Br)cc2[nH]1
  telomere uncapping: -1.8

17: O=S(=O)(O)C(O)c1ccccn1 (stereo unspecified)
  telomere uncapping: 1.1

18: O=S(=O)(NC1CCCCCC1)c1ccc(Cl)cc1
  telomere uncapping: 1.1

19: O=C(CN1C(=O)c2ccccc2S1(=O)=O)Nc1ccc2ccccc2c1
  telomere uncapping: -1.6

20: Brc1ccc(-c2nc(-c3cccnc3)no2)cc1
  telomere uncapping: -1.1

21: O=C(Nc1ccc2ccccc2n1)c1sc2ccccc2c1Cl
  telomere uncapping: -3.1

22: CCOC(=O)C1=C(N)OC2=C(C(=O)CCC2)C1c1cc(Br)c(C)s1 (stereo unspecified)
  telomere uncapping: -1.6

23: O=C(O)C(Cc1c[nH]c2ccccc12)NS(=O)(=O)c1ccc2c(c1)OCCO2 (stereo unspecified)
  telomere uncapping: 1.4

24: C=CCN(CC=C)C(=O)Cc1cccs1
  telomere uncapping: -1.5

25: ClCc1ccc(Sc2ccc(CCl)cc2)cc1
  telomere uncapping: -1.2

Reformatted: results already given.
item | Molecule | telomere uncapping
24 | C=CCN(CC=C)C(=O)Cc1cccs1 | -1.5
3 | COC(=O)c1nc(Cl)c(Cl)c(N)c1Cl | -1.3
22 | CCOC(=O)C1=C(N)OC2=C(C(=O)CCC2)C1c1cc(Br)c(C)s1 (stereo unspecified) | -1.6
20 | Brc1ccc(-c2nc(-c3cccnc3)no2)cc1 | -1.1
16 | Fc1ccccc1OCCSc1nc2ccc(Br)cc2[nH]1 | -1.8

Structures above with an NH in an aromatic ring, in the order listed:
12: O=c1cnn(C2OC(CO)C(O)C2O)c(=O)[nH]1 (stereo unspecified)
  telomere uncapping: -2.3

15: O=c1[nH]c2ccc(N=Cc3ccc4c(c3)OCO4)cc2[nH]1
  telomere uncapping: 2.7*

16: Fc1ccccc1OCCSc1nc2ccc(Br)cc2[nH]1
  telomere uncapping: -1.8

23: O=C(O)C(Cc1c[nH]c2ccccc12)NS(=O)(=O)c1ccc2c(c1)OCCO2 (stereo unspecified)
  telomere uncapping: 1.4

(next part)
26: Cc1cc(O)c(C(C)(C)C)cc1Sc1cc(C(C)(C)C)c(O)cc1C
  telomere uncapping: -1

27: Nc1nonc1-c1ccccc1
  telomere uncapping: -1.8

28: N#CC1=C(N)OC2=C(C(=O)CCC2)C1c1ccc(Br)s1 (stereo unspecified)
  telomere uncapping: -1.1

29: Cc1cc2c(cc1C)NC(c1ccc(OC(F)(F)F)cc1)C1=C(CC(C)(C)CC1=O)N2 (stereo unspecified)
  telomere uncapping: -2.2

This is a subset; count on the stated rates, not on these rows.
